# G9a block – blocks human histone lysine methyltransferase G9a; AID 504332; Potency, µM (doses to about 102 µM), without a hit: top-dose activity, negative = inhibition, usual class: inhibitors; G9a H3K9 monomethylation, AlphaScreen, 2 h; Q96KQ7; hit rate 8.8% among 350,000; further: potency means the concentration at half of the fitted maximal effect; on the % scale 0 is the no-effect control and ±100 the full control effect; nearly all actives have a fitted effect of over 75% in size
#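 Readings reflect AlphaScreen signal from monomethyl-H3K9 antibody detection. HMT at 20 nM; substrate b-H3K9 500 nM; cofactor SAM 20 uM; 2 h RT reaction; compounds tested as titrations in qHTS with 15 min preincubation.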
# PI4K2A block – inhibitors of human PI4K2A; Q9BTU6; purified PI4K2A, ADP-Glo luminescence, 1 h; stronger effect = lower value; activity change, negative = inhibition, % at 76.9 µM; hit rate 0.13% among 420,000; AID 1346378; in the data active means activity change below about -50%; inconclusive means mostly about -30% to -49%;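 further: -100% = wells without enzyme as full effect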
# Target sequence (Q9BTU6 whole entry, looked up): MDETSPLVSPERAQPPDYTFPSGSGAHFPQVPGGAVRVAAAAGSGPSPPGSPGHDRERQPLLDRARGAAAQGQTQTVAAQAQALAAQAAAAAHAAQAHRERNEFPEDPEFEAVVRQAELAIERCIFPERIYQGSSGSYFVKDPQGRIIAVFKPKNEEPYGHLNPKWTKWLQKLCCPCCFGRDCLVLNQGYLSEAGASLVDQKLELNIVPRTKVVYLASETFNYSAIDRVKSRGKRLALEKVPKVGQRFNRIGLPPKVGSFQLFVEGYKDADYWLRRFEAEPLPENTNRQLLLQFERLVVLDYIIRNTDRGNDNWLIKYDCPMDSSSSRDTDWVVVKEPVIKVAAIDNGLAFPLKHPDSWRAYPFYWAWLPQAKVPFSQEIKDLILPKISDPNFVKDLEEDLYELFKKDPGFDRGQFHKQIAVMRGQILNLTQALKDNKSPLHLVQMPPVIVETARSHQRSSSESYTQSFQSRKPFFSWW
#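 ADP-Glo luminescence measured ADP generated by PI4K2A enzyme (4 ug/mL before mixing) with 1.2 mM PI substrate (pre-mix) and 300 microM ATP (pre-mix). Tris pH7.5 buffer with MgCl2, Triton X-100; 1 h reaction at ambient temperature.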
# ERG Ets-DNA blk – blocks human ERG Ets domain binding to DNA | P11308 | fluorescence polarization, His-ERG Ets domain / labelled DNA | Potency, µM (series often up to 76.9 µM), without a hit: top-dose FP activity, negative = inhibition, hits mostly inhibitors | hit rate 0.028% among 370,000 | AID 624246; active means well fitted inhibition curve with a large enough effect in the polarisation, with a control signal flat; inconclusive means small, poorly fitted or top-dose-only effect, or effect the other way, or a change in a side signal; inactive means no such curve, though single readings can be large or run the other way; the % refers to the polarisation;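 further: polarization taken with two DNA probes labelled with fluorescein and Texas red; potency means the concentration at half of the fitted maximal effect; % of control where 0% means no effect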
# Target sequence (P11308 whole entry, looked up, the tested form may be a part): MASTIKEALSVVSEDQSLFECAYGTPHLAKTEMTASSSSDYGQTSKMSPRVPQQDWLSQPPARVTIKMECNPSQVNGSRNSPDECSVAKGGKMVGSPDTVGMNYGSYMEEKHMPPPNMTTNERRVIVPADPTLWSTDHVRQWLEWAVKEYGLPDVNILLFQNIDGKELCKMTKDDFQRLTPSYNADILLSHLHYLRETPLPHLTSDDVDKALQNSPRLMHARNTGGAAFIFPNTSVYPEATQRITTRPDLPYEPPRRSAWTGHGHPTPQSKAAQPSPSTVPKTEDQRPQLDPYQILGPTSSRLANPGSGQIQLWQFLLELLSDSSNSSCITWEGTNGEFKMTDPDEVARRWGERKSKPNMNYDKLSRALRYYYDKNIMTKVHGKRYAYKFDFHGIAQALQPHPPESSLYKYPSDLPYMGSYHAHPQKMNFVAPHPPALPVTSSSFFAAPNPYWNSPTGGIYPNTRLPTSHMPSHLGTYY
#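 His-tagged ERG Ets domain (1 uM in the protein solution; 300mM KCl, 50mM Tris-HCl, 1mM EDTA, 1mM DTT, pH 7.5) received compound, then a probe mix of 5 nM fluorescein-DNA and 100nM Texas-615-DNA. Fluorescence polarization was read for both dyes.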
# JMJD2A Tudor inh – JMJD2A Tudor domain (human) inhibition; O75164; AlphaScreen JMJD2A-Tudor / H3K4me3 peptide binding; Potency, µM (top dose mostly 114 µM), without a hit: at the highest dose activity change, negative = inhibition, usual class: inhibitors; hit rate 4.4% among 390,000; further: potency means the concentration at half of the fitted maximal effect; on the % scale 0 is the no-effect control and ±100 the full control effect; nearly all actives have a fitted effect of over 50% in size
# Tb PGK inh – T. brucei PGK inhibition | hit rate 0.043% among 380,000 | PGK/GAPDH coupled, Kinase-Glo luminescence, 60 min | Potency, µM (series often up to 57.5 µM), without a hit: top-dose activity change, negative = inhibition, actives largely listed as inhibitors | P07378; further: potency means the concentration at half of the fitted maximal effect; on the % scale 0 is the no-effect control and ±100 the full control effect; nearly all actives have a fitted effect of over 60% in size
#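 Luminescent ATP detection (Kinase-Glo Plus) follows a 60-minute room-temperature incubation, with wells lacking PGK as controls. Buffer: 100 mM TEA (pH 7.6), 5 mM MgCl2, 0.01% Tween-20. Coupling enzyme GAPDH (100 nM final) supplies unstable 1,3-BPG in-well.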
# GLS inhibitor – glutaminase GLS (human) inhibition; O94925; GLS enzymatic activity, qHTS titration; hit rate 0.21% among 410,000; Potency, µM (highest dose often 45.5 µM), for inactives: at the highest dose activity change, negative = inhibition, usual class: inhibitors; further: potency means the concentration at half of the fitted maximal effect; on the % scale 0 is the no-effect control and ±100 the full control effect
#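 Read-out is an Amplex red fluorescence increase coupled through glutamate oxidase and HRP, measured before and after 30 min room-temperature incubation. hKGA is in 45 mM KH2PO4 (pH 8.2) with 0.02% Tween-20; glutamine added as 1mM solution.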
# Pin1 inh – human Pin1 inhibition | Pin1 FP peptide displacement, HiFluor488, 10 min | Potency, µM (series often up to 115 µM), for the others: at the highest dose activity, negative = inhibition, hits mostly inhibitors | AID 504891 | hit rate 0.009% among 390,000; active means well fitted inhibition curve with a large enough effect in the polarisation, with a control signal flat, not every such curve was filed as active; inconclusive means small, poorly fitted or top-dose-only effect, or effect the other way, or a change in a side signal; inactive means no such curve, though single readings can be large or run the other way; the % refers to the polarisation; further: potency means the concentration at half of the fitted maximal effect; on the % scale 0 is the no-effect control and ±100 the full control effect
# BAZ2B block – blocks human BAZ2B | Q9UIF8 | AID 504333 | AlphaScreen BAZ2B-H3K14Ac peptide displacement | hit rate 4.4% among 360,000 | Potency, µM (doses to about 114 µM), for inactives: at the highest dose activity change, negative = inhibition, hits mostly inhibitors; further: potency means the concentration at half of the fitted maximal effect; on the % scale 0 is the no-effect control and ±100 the full control effect; nearly all actives have a fitted effect of over 60% in size
#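 Compounds, titrated to a top concentration of 110 uM, were incubated 30 min at room temperature with preformed BAZ2B/acetyl-K14 H3 peptide complex (50 nM each). Proximity signal was measured by AlphaScreen after 20 min with beads.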
# HP1b chromo inh – blocks HP1-beta chromodomain binding to methylated histone tails; P83916; AlphaScreen HP1-beta / biotin-H3K9me3 peptide binding; Potency, µM (top dose mostly 114 µM), inactives show at the top dose activity change, negative = inhibition, hits mostly inhibitors; hit rate 0.56% among 390,000; further: potency means the concentration at half of the fitted maximal effect; nearly all actives have a fitted effect of over 70% in size; inactives centre near 23
#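 HP1-beta protein (50 nM final) preincubated 30 min at room temperature with biotinylated H3(1-18)K9me3 peptide (50 nM) in PBS pH 7.4, 0.01% Tween-20, then compound added for 30 min. AlphaScreen streptavidin donor/nickel chelate acceptor beads (10 ug/mL final), 30 min dark, luminescence read.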
# Active calls of the source: *; i = inactive; ? = inconclusive; . = not tested or not shown; [ ] = dose if it differs, or a comment. Unless noted, the call rests on the fitted dose curve; in most records, active means well fitted curve in the direction sought with a large enough effect; inconclusive means small, poorly fitted or top-dose-only effect, or another doubt; inactive means no such curve, though single readings can be large; an effect the other way counts as inactive or inconclusive. The order is random, and some 11% of all compounds hit somewhere here.
# Every second line gives: G9a block | PI4K2A block | ERG Ets-DNA blk | JMJD2A Tudor inh | Tb PGK inh | GLS inhibitor | Pin1 inh | BAZ2B block | HP1b chromo inh
Cc1ccc2c(c1)-c1c(c(C(=O)NCCc3ccccc3)nn1C)CS2
  3%[59 µM] | -3 | 5% | -2% | 2% | 1% | 4% | -10% | 18%
CC1(C)CC(=O)C(C2(O)C(=O)N(Cc3ccccc3)c3ccccc32)CO1 (stereo unspecified)
  -18%[12.7 µM] | 5 | -11% | -3% | -4% | 0% | -1% | -6% | 24%
CC(=O)N1CCCc2cc(S(=O)(=O)N3CCN(c4ccc(F)cc4)CC3)ccc21
  58%[activator][59 µM] | 2 | -1% | -28% | 9% | -1% | ? | 13% | 13%[57 µM]
COc1ccc2[nH]cc(CCNC(=O)Cc3c(F)cccc3Cl)c2c1
  -14% | -8 | 4% | -25% | -9% | 2% | 0% | ? | 12%
C1CCC(NC2=NCCC2)CC1
  . | 2 | -2% | -6% | 5% | 0% | -1% | -1% | 17%
CC(Oc1ccc(Cl)cc1Cl)C(=O)NNC(=O)c1cccnc1 (stereo unspecified)
  22% | -2 | -3% | 4% | -3% | 4% | -6% | -3% | 55%[activator]
C(=C\c1ccccc1)/CN1CCN(Cc2ccc3c(c2)OCO3)CC1
  . | 1 | 0% | 1.3µM* | -6% | -17% | -5% | 50µM* | ?
CC(C)(C)c1nn(-c2ccccc2)c2[nH]c(=O)c(C=O)cc12
  ? | 3 | 5% | 0% | 0% | 16% | ? | -12% | 47%[activator]
Cc1ccc(CCN2CC(C(=O)NC3CCCCC3)CC2=O)cc1 (stereo unspecified)
  15%[59 µM] | -3 | 14% | -22% | -6% | 5% | -9% | -11% | 11%
O=S(=O)(Nc1ccccn1)c1cc(Cl)ccc1Cl
  24% | 1 | -8% | 12% | 3% | 1% | -9% | -1% | 20%
CCCN1CCN(C(=O)c2oc3ccccc3c2NC(=O)COc2ccc(OC)cc2)CC1
  25% | 1 | 10% | -6% | -6% | 11% | -2% | -26% | 29%
O=C(O)c1cc2ccccc2c(=O)s1
  16%[0.501 µM] | 110 | -5% | -2% | 3% | 10% | -6% | ? | 32%[activator]
O=C(NCCOC(=O)c1ccc(C(=O)OCCNC(=O)c2ccccc2)o1)c1ccccc1
  -25% | 15 | 1% | -6% | 4% | 0% | -2% | 7% | 9%
O=C1c2cccnc2C(=O)N1Cc1ccc(Cl)cc1
  -19%[59 µM] | 4 | 3% | ? | -6% | 0% | 3% | ? | -2%
CCS(=O)(=O)C(C)(CCl)C(=O)Nc1ccc(C(=O)OC)cc1 (stereo unspecified)
  -2% | -1 | 3% | -6% | i | 0% | -2% | -13% | 12%

# Reformatted with values ahead of the structure: part of the list above.
G9a block | PI4K2A block | ERG Ets-DNA blk | JMJD2A Tudor inh | Tb PGK inh | GLS inhibitor | Pin1 inh | BAZ2B block | HP1b chromo inh | molecule
15%[59 µM] | -3 | 14% | -22% | -6% | 5% | -9% | -11% | 11% | Cc1ccc(CCN2CC(C(=O)NC3CCCCC3)CC2=O)cc1 (stereo unspecified)
24% | 1 | -8% | 12% | 3% | 1% | -9% | -1% | 20% | O=S(=O)(Nc1ccccn1)c1cc(Cl)ccc1Cl
25% | 1 | 10% | -6% | -6% | 11% | -2% | -26% | 29% | CCCN1CCN(C(=O)c2oc3ccccc3c2NC(=O)COc2ccc(OC)cc2)CC1

# Later entries
# Every second line gives: G9a block | PI4K2A block | ERG Ets-DNA blk | JMJD2A Tudor inh | Tb PGK inh | GLS inhibitor | Pin1 inh | BAZ2B block | HP1b chromo inh
COc1ccc(NC(=O)c2cc(F)cc(F)c2)cc1Cl
  5%[12.7 µM] | -2 | 9% | 7% | -6% | 8% | 3% | 5% | 18%
CCC1C(=O)N=C(SCC(=O)Nc2ccc(Br)cn2)NC1=O (stereo unspecified)
  ? | -10 | 10% | ? | . | 9% | 5% | -19% | 21%
COC1OC2COC(c3ccccc3)OC2C(=O)C1NC(=O)c1ccccc1 (stereo unspecified)
  . | 1 | -1% | -1% | -4% | -1% | -1% | . | 14%
CCn1cc([N+](=O)[O-])c(C(=O)N2N=C(c3ccc4ccccc4c3)CC2c2ccccc2O)n1 (stereo unspecified)
  -18%[59 µM] | 4 | 6% | ? | -9% | 26% | 13% | -36% | -12%
CCOc1ccc(-c2nnn(CC(=O)NCc3ccc4c(c3)OCO4)n2)cc1
  7%[59 µM] | 5 | 10% | -10% | -3% | 0% | -1% | 2% | 26%
Cc1ccccc1-c1noc(-c2ccc(O)cc2)n1
  20% | ? | . | 2% | -12% | -2% | -1% | 10% | 17%
O=C(Nc1nnc(Cc2ccc([N+](=O)[O-])cc2)s1)c1ccc2c(c1)OCO2
  -7%[12.7 µM] | 8 | 0% | -4% | 9% | 2% | -1% | -13% | 23%
CCN(c1cccc(C)c1)S(=O)(=O)c1ccc2c(c1)CCCN2C(C)=O
  28% | 3 | 133%[activator] | -23% | 0% | 0% | ? | 1% | 23%
Cc1c(C(=O)NCc2nnc(-c3ccccc3)o2)oc2c(F)cccc12
  26% | 4 | 9% | -2% | 1% | 2% | 3% | -14% | 20%[57 µM]
C#CCOCCOCCOCCNc1nc(N2CCN(C(=O)[C@H](CCC(=O)O)n3cc(C(N)Cc4ccc(O)cc4)nn3)CC2)nc(N2CCN(C(=O)[C@H](CCC(=O)O)n3cc(C(N)Cc4ccc(O)cc4)nn3)CC2)n1 (stereo partly specified)
  ? | -3 | 4% | 50µM* | -8% | 31%[activator] | 0% | 50µM* | 32%
Cc1cccc(-n2ncc3c(NCc4ccc5c(c4)OCO5)ncnc32)c1
  -37%[12.7 µM] | -3 | 3% | 4% | -5% | . | -2% | -14% | 15%
COc1ccc(NC(=O)CSc2nc(N)c(NC(=O)c3cccs3)c(=O)[nH]2)cc1
  . | -1 | -8% | 6% | 3% | 6% | 0% | 1% | 30%
COC(=O)CN1C(=O)N/C(=C/c2cc(Cl)c(OC)c(OC)c2)C1=O
  21% | 0 | -10% | -7% | 4% | 15% | -9% | -7% | 22%
Cc1ccccc1C(=O)Nc1c(C)[nH]c(=O)[nH]c1=O
  28% | -3 | -3% | 4% | -2% | 5% | -2% | 0% | 40%[activator]
CC12CCC(C(=O)Nc3cccc(Cl)c3)(C(Br)C1=O)C2(C)C (stereo unspecified)
  26%[59 µM] | -5 | 0% | 2% | -3% | 1% | 0% | 1% | 32%

# More compounds
SMILES	G9a block	PI4K2A block	ERG Ets-DNA blk	JMJD2A Tudor inh	Tb PGK inh	GLS inhibitor	Pin1 inh	BAZ2B block	HP1b chromo inh
Cc1ccc(-c2nc3cnccn3c2Nc2ccc3c(c2)OCCO3)o1	10µM*	1	-9%	?	-9%	5%	-1%	?	-27%
O=C(Nc1cccc(Oc2ccc(C(=O)O)c(C(=O)O)c2)c1)c1ccc(-c2ccccc2)cc1	.	1	8%	-14%[11.4 µM]	?	?	?	50µM*	?
COc1ccc(NC(=O)c2cnn(-c3ccc(C)cc3)c2-n2cccc2)cc1Cl	-24%[59 µM]	1	-3%	-21%	i	-6%	-7%	-30%	3%
Cc1cc(=O)n2[nH]c(SCc3c(F)cccc3Cl)nc2n1	.	-9	-2%	1%	3%	39%[activator]	-3%	.	57%[activator]
CC(C)(C)/C(O)=C/c1nc2cc(Cl)ccc2oc1=O	45µM*	12	13%	?	-4%	-24%	-8%	-25%	23%
CC(C)NC(=S)N/N=C/c1ccc2c(c1)OCCO2	54%[activator][59 µM]	-6	7%	-32%	-8%	14%	-2%	?	12%
CCc1ccc(C(=O)NNC(=S)Nc2ccc(S(N)(=O)=O)cc2)s1	7.9µM*	2	-3%	-2%[11.4 µM]	4%	0%	7%	-2%	15%
COc1ccc(Cl)cc1NC(=O)c1ocnc1C	50µM*	-1	-2%	-3%	-5%	0%	-2%	-1%	28%
Cc1cc(NC(=O)Cc2ccccc2)nc2c1c(=O)oc1ccccc12	-10%[59 µM]	-2	9%	-12%	1%	0%	27%	6%	34%[activator]
COc1cc(NC(=O)Nc2c(C)n(C)n(-c3ccccc3)c2=O)cc(OC)c1OC	13%[0.501 µM]	-21	2%	-3%	-6%	-2%	6%	5%	42%
O=C(CC(SCCO)c1ccc(F)cc1)c1ccco1 (stereo unspecified)	7%[59 µM]	7	-8%	-4%	8%	9%	-1%	3%	60%
N#Cc1cnc2cc(-c3ccccc3)nn2c1N	.	-2	-2%	-20%	6%	3%	0%	3%	23%
CCOc1ccc(-n2c(SCC(=O)Nc3ccc4c(c3)OCCO4)nc3c(c2=O)SCC3)cc1	5%[12.7 µM]	-1	-6%	-17%	-3%	-10%	1%	-26%	15%
CCOc1ccc(C(=O)Nc2ccccc2N2CCOCC2)cc1	58%[activator]	-8	2%	-7%	-1%	-3%	-7%	-32%	25%
COc1cccc(NS(=O)(=O)c2ccc3[nH]cc(C(=O)NCCCOC(C)C)c(=O)c3c2)c1	?	1	9%	-25%	-10%	-9%	16%	?	45%[activator]
COc1ccc(NC(=S)NC(=O)c2cncc(Br)c2)c(OC)c1	?	0	14%	?	-6%	-16%	5%	-3%	15%
